# Pf growth 48h: P. falciparum growth inhibition at 48 hours (one generation) | P. falciparum luciferase growth in erythrocytes, 48 h | Potency, µM (series often up to 28.7 µM), without a hit: at the top dose activity change, negative = inhibition, most hits filed as inhibitors | AID 504832 | 310,000 tested, 5.9% active; also: potency is read from the fitted curve at half-maximal effect; % is scaled to controls: 0 for no effect and ±100 for the full control effect
#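 Luciferase-expressing P. falciparum in infected erythrocytes (2% hematocrit, 0.1% parasitemia final) in RPMI 1640/0.5% Albumax were exposed to compound for 48 hours at 37 C, 5% CO2; growth read as luminescence.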
# TbPYK inhibitor: T. brucei pyruvate kinase inhibition; Q57TT1; TbPYK enzyme, Kinase-Glo Plus ATP luminescence, 45 min; Potency, µM (series often up to 76.8 µM), inactives show at the top dose activity, negative = inhibition, usual class: inhibitors; 410,000 tested, 0.12% active; AID 624173; also: potency is read from the fitted curve at half-maximal effect; % is scaled to controls: 0 for no effect and ±100 for the full control effect; nearly all actives have a fitted effect of over 50% in size
#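 Activity of T. brucei pyruvate kinase was followed by Kinase-Glo Plus luminescence after the enzyme reacted 45 min at room temperature with 130 uM ADP (final) and substrate. Test compounds were added before ADP at multiple concentrations.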
# LmPK inh: LmPK (Leishmania mexicana) enzyme inhibition; Q27686; purified LmPK, Kinase-Glo ATP luminescence, 1 h; Potency, µM (series often up to 57.5 µM), without a hit: at the top dose activity change, negative = inhibition, usual class: inhibitors; 290,000 tested, 0.37% active; AID 1721; also: potency is read from the fitted curve at half-maximal effect; % is scaled to controls: 0 for no effect and ±100 for the full control effect
# Target sequence (Q27686 whole entry, looked up): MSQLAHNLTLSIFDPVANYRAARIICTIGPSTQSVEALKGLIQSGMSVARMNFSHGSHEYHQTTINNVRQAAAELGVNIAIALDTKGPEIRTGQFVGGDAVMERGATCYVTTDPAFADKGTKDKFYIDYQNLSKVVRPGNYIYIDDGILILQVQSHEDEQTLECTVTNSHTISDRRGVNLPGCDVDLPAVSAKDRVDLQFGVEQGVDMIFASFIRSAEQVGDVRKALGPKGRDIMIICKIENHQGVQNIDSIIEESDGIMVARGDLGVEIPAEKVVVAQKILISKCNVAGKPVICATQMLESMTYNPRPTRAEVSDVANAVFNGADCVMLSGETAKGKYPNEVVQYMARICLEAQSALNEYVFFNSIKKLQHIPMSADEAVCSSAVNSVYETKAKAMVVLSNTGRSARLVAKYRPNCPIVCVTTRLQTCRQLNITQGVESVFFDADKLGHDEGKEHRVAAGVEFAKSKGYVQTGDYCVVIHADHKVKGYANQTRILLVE
#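 Screened at intermediate enzyme activity to detect both inhibitors and activators: LmPK at 0.1 nM, with a 0.5 nM enzyme column as activation reference. PEP 0.5 mM, ADP 0.1 mM; ATP detected by luminescence after 1 h.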
# Shiga inhibitor: inhibitors of Shiga toxin in Vero cells; Vero cells, Shiga toxin protein synthesis inhibition reporter; inhibition, % at 38.7 µM; 290,000 tested, 9.2% active; AID 2315; in the data active = inhibition mostly above about 28%, no sharp cut-off; inactive = mostly below about 43%; also: 0% is about no effect
# Pf growth 96h: P. falciparum growth inhibition at 96 hour, primary screen for plastid delayed-death inhibitors. Potency, µM (top dose mostly 28.7 µM), for inactives: top-dose activity change, negative = inhibition, usual class: inhibitors. P. falciparum luciferase reporter growth, 96 h. 320,000 tested, 6.9% active; also: potency is read from the fitted curve at half-maximal effect; % is scaled to controls: 0 for no effect and ±100 for the full control effect
#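 Delayed-death screen, second-generation endpoint: infected erythrocytes, 2% hematocrit, 0.05% parasitemia final; 96 hours at 37 C, 5% CO2; luciferase detection reagent; luminescence decrease equals reduced growth.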
# AMA1 RON2 block: disrupts binding of P. falciparum AMA1 to RON2; 360,000 tested, 0.2% active; AlphaScreen AMA1-biotinylated RON2 peptide binding; Potency, µM (doses to about 58.2 µM), for the others: at the top dose activity change, negative = inhibition, usual class: inhibitors;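 also: potency is read from the fitted curve at half-maximal effect; 0% = vehicle wells and -100% = peptide control; nearly all actives have a fitted effect of over 45% in size; some results filed as inactive show a strong effect at the top dose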
#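 AMA1 (3D7) with his tag at 25 nM final met compounds first, then biotinylated RON2 peptide at 25 nM; detection used donor plus acceptor beads, 10 µg/mL apiece, read by AlphaScreen after 30 min at room temperature.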
# CHX counter: counter-screen for Shiga toxin inhibitors: cycloheximide protein synthesis inhibition. AID 2314. cell reporter, cycloheximide protein synthesis inhibition counterscreen. max response, %. 300,000 tested, 12% active; in the data active = max response mostly above about 13%, no sharp cut-off; inactive = mostly below about 14%; also: read at 38.3 µM for the half of the compounds with a filed dose; 0% is about no effect
# * hit, by the source's call; i = inactive; ? = inconclusive; . = no result given; & = joins results of further samples; [ ] = dose if it differs, or a comment. Unless noted, calls follow the shape of the dose curve; as a rule, active = well fitted curve in the direction sought with a large enough effect; inconclusive = small, poorly fitted or top-dose-only effect, or another doubt; inactive = no such curve, though single readings can be large; an effect the other way counts as inactive or inconclusive. Compounds as they come (roughly 21% active in at least one column).
SMILES,Pf growth 48h,TbPYK inhibitor,LmPK inh,Shiga inhibitor,Pf growth 96h,AMA1 RON2 block,CHX counter
Cc1cc(=O)oc2c3c(cc(OCC(=O)NCc4cccnc4)c12)OC(C)(C)CC3,?,-2%,-1%,-9,?,-15%,1
COc1ccc(NC(=O)CN(C)C2CCCCC2)c([N+](=O)[O-])c1,26%,0%,-1%,-4,47%[activator],-11%[11.6 µM],-2
CN(C)S(=O)(=O)c1ccc(N2CCCC2)c(C(=O)Nc2nc3ccc(F)cc3s2)c1,11%,-1%,-2%,37*,6%,9%,14*
CN(Cc1cnn(C)c1)Cc1nc(COc2ccccc2)no1,41%[activator],-8%,-2%,33,-18%,9%,14*
O=C(OCC(=O)c1ccc[nH]1)c1ccc(S(=O)(=O)N2CCCCC2)cc1,22%,.,5%,-11,?,.,-1
Cc1nnc(SCC(=O)c2cc(C)n(C3CC3)c2C)s1,-4%,-4%,-3%,69*,165%[activator],-2%,81*
O=C(COc1ccccc1Br)NCc1ccco1,13%,-3%,-1%,45,-18%,14%,19*
CN(C)CCCNc1nc(-c2ccc(Cl)cc2)nc2ccccc12,10µM*,1%,0%,-2,63%[activator],3%,1
CCCCNC(=O)N(CC)c1c(N)n(Cc2ccccc2)c(=O)[nH]c1=O,-18%,3%,3%,2,6%,19%,1
O=C(Nc1cnccn1)c1csc2ccccc12,79%[activator],-1%,-1%,111*,1%[5.75 µM],?,27*
C=CCn1c(SCC(=O)c2cccs2)nnc1-c1cccc(OC)c1,-8%,-26%,-7%,37*,-13%,-7%,18*
Cc1nnsc1C(=O)N(Cc1ccccc1)C(C)C,11%,4%,-5%,13,-2%,21%,0
CCCCn1c(N)c(N(CC(C)C)C(=O)C2CCN(S(=O)(=O)c3ccccc3)CC2)c(=O)[nH]c1=O,?,-2%,.,.,?,2%,.
CC(/C=C\c1cccnc1)=C/C(=O)O,0%&6%,-3%&0%,-5%&-2%,-10&6,-8%,6%&2%,-3&1
CC[C@@H](C)[C@H](NC(=O)CNC(=O)Cc1c(C)c2c(cc(C)c3c(C)coc32)oc1=O)C(=O)O,15%,-6%,1%,-9,11%,0%,15
COc1cc(OC)cc(C(=O)NCc2ccc3[nH]c(C)cc3c2)c1,9.3µM*,1%,-3%,6,19µM*,-14%,9
Cc1nc([N+](=O)[O-])cn1CC(=O)c1ccc(F)cc1,0%,-14%,2%,-4,25%,-4%,-3
Cc1ccnc(NC(=O)CS(=O)(=O)Cc2ccccc2)c1,26%,1%,-1%,7,.,-13%,7
Cc1cccc(-n2c(SCC(=O)Nc3ccc4c(c3)OCO4)nnc2-c2ccoc2C)c1,-13%,0%,1%,-9,-1%,1%,1
CCC(C(=O)NCc1ccco1)N(C(=O)CNS(=O)(=O)c1ccccc1)C1CCCCC1 (configuration not stated),.,0%,-1%,-8,6.6µM*,4%,1
C=CCNC(=O)c1cn(CC)c2cc(N3CCN(C(=O)c4ccco4)CC3)c(F)cc2c1=O,7.4µM*,-19%,-1%,-7,?,4%,-3
Cc1ccc(S(=O)(=O)CC(=O)c2ccc([N+](=O)[O-])cc2)cc1,2%,4%,-6%,-4,50%[activator],-4%,5
Cc1cccc(N2CCN(C(=O)c3cccc(S(=O)(=O)N4CCc5ccccc5C4)c3)CC2C)c1 (configuration not stated),?,4%,-1%,-9,12µM*,-28%,1
COCCCn1c(C(=O)NC2CCCCC2C)cc2c(=O)n3cccc(C)c3nc21 (configuration not stated),?,1%,5%,3,?,11%,-2
CCC1CCCCN1CCCNC(=O)CN1C(=O)c2cccnc2Oc2ccc(Cl)cc21 (configuration not stated),?,-4%,2%,-8,-12%,16%,-9

# Part of the list above, limited to AMA1 RON2 block and Pf growth 48h.
structure	AMA1 RON2 block	Pf growth 48h
CN(Cc1cnn(C)c1)Cc1nc(COc2ccccc2)no1	9%	41%[activator]
O=C(OCC(=O)c1ccc[nH]1)c1ccc(S(=O)(=O)N2CCCCC2)cc1	.	22%
Cc1nnc(SCC(=O)c2cc(C)n(C3CC3)c2C)s1	-2%	-4%
O=C(COc1ccccc1Br)NCc1ccco1	14%	13%
CN(C)CCCNc1nc(-c2ccc(Cl)cc2)nc2ccccc12	3%	10µM*

# (next part)
SMILES,Pf growth 48h,TbPYK inhibitor,LmPK inh,Shiga inhibitor,Pf growth 96h,AMA1 RON2 block,CHX counter
CCCC(=O)C1=C(SCC)CC(C)(C)C(C(=O)OC)C1=O (configuration not stated),-6%,-4%,-1%,-12,.,-3%,-6
Cc1ccc(S(=O)(=O)c2cc3c(=O)n4cccc(C)c4nc3n(C3CCCCC3)c2=N)cc1,-9%,4%,0%,-9,58%[activator],2%,0
CCNC(=O)OCc1cn(-c2ccccc2)nn1,i,2%,-2%,30,48%,5%,14
Cc1ccccc1-c1nn2c(-c3ccccc3)nnc2s1,?,-5%,5%,-16,9.3µM*,-8%,-4
Cc1cc(C)c(C)c(S(=O)(=O)NC2CCN(Cc3ccccc3)CC2)c1C,-13%,5%,6%,-5,?,-8%,-2
CCCNC(=O)c1ccccc1NC(=O)c1ccccc1N(C)S(C)(=O)=O,-1%,-5%,2%,3,9%,5%,1
COc1ccnc(Oc2ccccc2)c1C(=O)N/C=N/OCc1ccc(F)cc1Cl,-1%,-9%,0%,0,39%[activator],33%[activator],13
Nc1c(C(=O)CSc2ncccn2)c(=O)[nH]c(=O)n1C1CC1,37%[activator],4%,.,.,41%[activator],-14%,.
CCN1CN(Cc2ccccc2)CNC1=S,-5%,-16%,-3%,-6,?,-3%,1
O=c1[nH]c(=O)n(-c2cccc3ccccc23)c(O)c1C=NCc1ccc2c(c1)OCO2,.,3%,6%,-18,-3%,7%,-4
Cc1cc(NC(=O)CSc2cc(Cl)ccc2Cl)n(-c2ccccc2)n1,?,0%,0%,11,-14%,7%,1
Cc1ccc(S(=O)(=O)N2CCC(C(=O)N[C@@H](Cc3ccccc3)C(=O)O)CC2)cc1,13%,3%,3%,34*,-17%,-7%,5
Cc1ccc(C(=O)Oc2ccc(/C=N/NC(N)=O)cc2)cc1,9%,4%,2%,3,1%,-5%,19
O=C(c1c[nH]c(C(=O)C(Cl)(Cl)Cl)c1)c1ccc(F)cc1Cl,-24%,0%,1%,-4,-19%,17%,-4
O=C(CCC1CCCN(C(=O)CCN2CCCCC2=O)C1)NCc1ccccc1F (configuration not stated),29%,0%,-14%,-11,21%,3%,14*
CCOC(=O)c1c(NC(=O)CN2C(=O)NC(C)(c3ccccc3)C2=O)sc(C)c1C (configuration not stated),-23%,4%,3%,10,?,-9%,1
Cc1ccc(SCc2[nH]nc3c2C(C(C)C)C(C#N)=C(N)O3)cc1 (configuration not stated),16%,-11%,2%,-13,19%,30%[activator],-3
CCCOc1ccc(-c2nc(=S)[nH][nH]2)cc1,.,?,-1%,41,12%,50%[activator],8
Cc1ccc(/C=C2\SC(=S)N(CCC(=O)NNC(=O)c3cccnc3)C2=O)cc1,18%,0%,-2%,17,23%,79%[activator],-1
O=C(Nn1cnnc1)c1ccc(F)c(S(=O)(=O)N2CCCCC2)c1,29%,-6%,0%,-6,8%,-3%,-3
CCOc1cc(/C=N\NC(=O)c2ccc(NC(=O)C(C)(C)C)cc2)ccc1OC(=O)c1ccc(OC)cc1,.,-23%,-1%,-6,16%,2%,2
CC(C(=O)N1CCOCC1)n1cc([N+](=O)[O-])cn1 (configuration not stated),56%[activator],1%,-15%,-4,-10%,-5%,3
O=C(Cc1ccccc1)NCCSCc1ccc(Cl)cc1,3%,-2%,-2%,-3,1%,-13%,0
Cc1cc(C(=O)COC(=O)c2cccnc2Cl)c(C)n1-c1c(C)n(C)n(-c2ccccc2)c1=O,-7%,0%,-1%,8,0%,-12%,12
CCN(CC)CCCN(C(=O)c1ccco1)c1nc(-c2ccc(Cl)cc2)cs1,1.5µM*,-2%,-3%,-12,?,-8%,-4

# Additional results:
SMILES,Pf growth 48h,TbPYK inhibitor,LmPK inh,Shiga inhibitor,Pf growth 96h,AMA1 RON2 block,CHX counter
COc1ccc(CN2Cc3cccc4c3[C@@H](CC2=O)[C@H](O)[C@H](O)C4)cc1,-7%,0%,.,.,28%,7%,.
CC(Sc1ccc(S(=O)(=O)N2CCN(C)CC2)cn1)C(=O)NC1CCCCC1 (configuration not stated),-29%,-6%,.,.,?,-4%,.
COc1ccc(/C(C)=N/NC(=O)CNC(=O)c2cccs2)cc1,20%,1%,-2%,14,25%,11%,6
CCCC(=O)Nc1cc2c3c(c1)CCN3C(=O)CC2,-15%,-7%,-2%,16,15%,13%,8
CC(Oc1ccc(Br)cc1)C(=O)Nc1ccc(S(=O)(=O)N(C)C2CCN(C)CC2)cc1 (configuration not stated),?,-18%,.,.,?,2%,.
Cc1ccc(SC(C)C(=O)NCc2ccncc2)cc1 (configuration not stated),-23%,0%,0%,-7,-3%,5%,1
Fc1ccc(N2CCN(c3nc(CN4CCOCC4)nc4scc(-c5ccccc5)c34)CC2)cc1,12µM*,1%,-9%,-7,7.4µM*,?,5
COc1ccc(-c2csc(NC(=O)Cc3ccccc3)n2)cc1OC,?,0%,3%,16,-12%,-6%,21
CC(=O)C(CC(=O)N1CCCc2ccccc21)C(=O)Nc1ccc(F)cc1 (configuration not stated),2%,1%,2%,-13,.,19%,-3
O=C(NC1CCCc2c1cnn2-c1cc(F)cc(F)c1)c1ccncc1 (configuration not stated),35%[activator],0%,-4%,16,?,24%,9
COc1cc(OC)cc(-c2cc3ccc(OC)cc3cn2)c1,25%,?,.,.,141%[activator],22%,.
C=CCSc1nnc2c(n1)OC(C)=Nc1ccc(Br)cc1-2,2%,7%,2%,22,15%,-6%,-3
Cc1ccc(-c2nn(C)c(=O)c3ccccc23)cc1CNC(=O)NC1CCCCC1,-28%,-12%,3%,-13,-4%,-7%,1
Fc1ccc(OCCn2cnc(Cl)c2Cl)cc1,-7%,-3%,4%,6,-9%,-9%,-1
Cc1ccc2sc(N(CCCN(C)C)C(=O)CN3C(=O)c4ccccc4C3=O)nc2c1C,-21%,-1%,3%[11.5 µM],-9,27%,-14%,-4
CCOc1ccc(NC(=S)NC(=O)/C=C/c2ccc(Br)cc2)c([N+](=O)[O-])c1,5%,-3%,6%,-3,17%,21%,-2
Cc1ccc(C)c(CN2CCC(n3nnc4cc(F)ccc43)CC2)c1,8.3µM*,-2%,6%,41,13µM*,-5%,15
O=C(NC1CCS(=O)(=O)C1)c1ccc(N2CCCCC2)c([N+](=O)[O-])c1 (configuration not stated),-3%,-3%,0%,-7,?,0%,-3
CCOC(=O)c1cc(-c2ccccc2)n(CC(=O)NC(C)(C)C)c1C,-3%,3%,-3%,-9,?,-2%,4
CCCCN(CC)C(=O)c1ccc(-c2ccccc2)cc1,?,-6%,5%,20,5%,-2%,-3

# Record cards (already shown). Values in the order: Pf growth 48h | TbPYK inhibitor | LmPK inh | Shiga inhibitor | Pf growth 96h | AMA1 RON2 block | CHX counter
# CC(Sc1ccc(S(=O)(=O)N2CCN(C)CC2)cn1)C(=O)NC1CCCCC1 (configuration not stated) reads -29% | -6% | . | . | ? | -4% | .
# CC(=O)C(CC(=O)N1CCCc2ccccc21)C(=O)Nc1ccc(F)cc1 (configuration not stated) reads 2% | 1% | 2% | -13 | . | 19% | -3

# High-throughput results (PubChem BioAssay)
